Screens deposited in PubChem BioAssay by several laboratories.
Neddyl block: inhibitors of cullin neddylation, primary screen, biochemical, TR-FRET, uHTS, NAE and Ubc12; calls only at 25 µM; 360,000 tested, 0.58% active; in the data active = inhibition above about 36%
SKN-1 block: suppressors of acrylamide-induced Pgst-4::GFP reporter in worms, primary screen, SKN-1 inhibitor project, whole organism, uHTS, GFP/RFP fluorescence ratio, strain VP596. 360,000 tested, 0.49% active. inhibition, % at 21.8 µM. C. elegans VP596 Pgst-4::GFP/RFP ratio, 24 h;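 active = interference check ratio from 0.5 to 1.5 plus GFP to RFP signal ratio inhibition reaching or exceeding a fixed threshold, cut at about 30% in these data, passing the limit was not always enough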; note: some compounds called inactive have numbers as strong as hits
Rin1 Abl inh: inhibitors of Rin1-Abl protein binding, primary screen, biochemical, TR-FRET; inhibition, % at 7.35 µM; 360,000 tested, 0.4% active; AID 588664, 2011; in the data active = inhibition above about 5%, passing the limit was not always enough
FAS-TE inh: FAS thioesterase domain inhibitors, primary screen, biochemical, fluorescence intensity, uHTS; recombinant FAS-TE, OMFH fluorogenic substrate, fluorescence endpoint; inhibition, % at 15 µM; 360,000 tested, 0.67% active;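 active = compounds whose normalised, plate-corrected inhibition of enzyme fluorescence in the single-dose primary screen is 50% or more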;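 note: 0% = DMSO with enzyme and 100% = substrate without enzyme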
MT1-MMP act inh: blockers of MT1-MMP proenzyme processing, primary screen, HT1080 RFP-PRO-GFP cells, GFP/RFP fluorescence; GFP/RFP ratio fluorescence, overnight; percent of plate control window, DMSO zero; GFP/RFP ratio change, % at 20 µM; 360,000 tested, 0.061% active; AID 651647, 2012;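 active = GFP/RFP ratio change of at least 30% with cell ATP level not reduced by more than half and red fluorescence within 50% of control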; note: strong numbers were not always called active
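Material – HT1080 RFP-PRO-GFP cells · Control set – DMSO wells and RFP-L50D-GFP cells · Incubation – overnight cell settling, then overnight compound exposure, 37 °C, 5% CO2 · Compound dosing – single-point 20 µM compound, 1% DMSO · Read-out – GFP/RFP fluorescence ratio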
NadD block: inhibitors of S. aureus NadD, primary screen, biochemical, colorimetric, uHTS; Nicotinate-nucleotide adenylyltransferase NadD (Staphylococcus aureus N315); purified NadD enzyme, colorimetric absorbance read-out; inhibition, % at 20 µM; 360,000 tested, 0.78% active; in the data active = inhibition above about 26%; note: some compounds past the cut are filed as inactive
PABP1 MLLE inh: inhibitors of PABP1 MLLE–PAM2 peptide binding, primary screen, biochemical, fluorescence polarization, FITC-PAM2, GST-MLLE; 360,000 tested, 0.36% active; inhibition, % at 20 µM; Polyadenylate-binding protein 1 (Homo sapiens), P11940; in the data active = inhibition above about 35%, passing the limit was not always enough;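 note: plate controls were DMSO wells with GST-MLLE for no effect and wells lacking GST-MLLE protein for full effect; some results filed as inactive read as strong as hits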
Target sequence (P11940 whole entry, looked up): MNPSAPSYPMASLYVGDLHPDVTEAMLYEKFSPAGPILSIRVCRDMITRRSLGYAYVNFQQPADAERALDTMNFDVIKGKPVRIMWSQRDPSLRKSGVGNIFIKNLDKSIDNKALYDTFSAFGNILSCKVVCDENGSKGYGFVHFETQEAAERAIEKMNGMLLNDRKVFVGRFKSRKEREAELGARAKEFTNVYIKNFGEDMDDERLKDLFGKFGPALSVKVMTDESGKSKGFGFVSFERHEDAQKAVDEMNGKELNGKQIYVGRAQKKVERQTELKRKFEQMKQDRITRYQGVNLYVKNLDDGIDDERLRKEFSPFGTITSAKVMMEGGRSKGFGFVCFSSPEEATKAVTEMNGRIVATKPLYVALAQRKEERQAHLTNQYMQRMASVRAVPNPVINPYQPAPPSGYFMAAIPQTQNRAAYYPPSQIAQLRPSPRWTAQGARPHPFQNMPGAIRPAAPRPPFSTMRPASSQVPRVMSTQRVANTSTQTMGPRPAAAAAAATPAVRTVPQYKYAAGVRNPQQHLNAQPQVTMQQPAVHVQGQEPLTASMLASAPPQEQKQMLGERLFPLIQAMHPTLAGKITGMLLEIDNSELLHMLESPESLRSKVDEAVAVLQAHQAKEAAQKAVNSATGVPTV
CSN inh: inhibitors of CSN-mediated cullin deneddylation, primary screen, biochemical, fluorescence polarization, uHTS; COP9 signalosome complex subunit 5 (Homo sapiens), Q92905; inhibition, % at 12.5 µM; Purified CSN, SCF-Nedd8-OG deneddylation; 360,000 tested, 0.38% active; AID 651999, 2013;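 active = pattern-corrected inhibition above about 35%, with an unprinted fluorescence ratio check between 0.5 and 1.5, limit read from the data, passing the limit was not always enough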;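 note: 0% = enzyme with substrate and 100% = substrate without enzyme; some results filed as inactive read as strong as hits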
Target sequence (Q92905 whole entry, looked up, one chain of several): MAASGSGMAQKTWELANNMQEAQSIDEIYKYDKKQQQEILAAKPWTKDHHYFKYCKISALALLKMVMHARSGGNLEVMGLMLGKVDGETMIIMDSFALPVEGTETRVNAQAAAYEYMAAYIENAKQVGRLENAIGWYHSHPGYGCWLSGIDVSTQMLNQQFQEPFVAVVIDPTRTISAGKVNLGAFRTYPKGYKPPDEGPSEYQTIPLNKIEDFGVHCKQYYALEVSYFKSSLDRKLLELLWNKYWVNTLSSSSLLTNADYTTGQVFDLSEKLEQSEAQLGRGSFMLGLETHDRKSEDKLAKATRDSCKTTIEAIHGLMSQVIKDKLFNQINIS
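Test system: Human Csn5 produced in HEK293T cells | Compound: 12.5 µM single point | Times: 90 min, room temperature | Signal: Fluorescence polarization readout | Read-out basis: % inhibition of substrate cleavage by Csn5 | Controls: no-enzyme wells high, enzyme-with-substrate wells low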
Rpn11 inh: Rpn11 (PSMD14) deubiquitinase inhibitors, primary screen, biochemical, fluorescence polarization, uHTS; calls only at 20 µM; human 26S proteasome, Ub4-pepOG fluorescence polarization; 20S core pre-blocked with epoxomicin; AID 588493, 2011; 360,000 tested, 0.59% active;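 active = inhibition at 20 µM, scaled to each plate's controls, above about 33%, limit read from the data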
The depositor's hits bear a star; i = inactive; nt = not tested or not shown.

SMILES	Neddyl block	SKN-1 block	Rin1 Abl inh	FAS-TE inh	MT1-MMP act inh	NadD block	PABP1 MLLE inh	CSN inh	Rpn11 inh
Cc1ccc(-c2nnc(N3CCC(C)CC3)c3ccccc23)cc1	i	2	1	14	-3	3	0	6	i
O=C(CCN1C(=O)C2CC=CCC2C1=O)Nc1nc(-c2ccc(F)c(F)c2)cs1 (stereo unspecified)	i	-11	2	9	3	-8	6	-1	i
CNC(=O)COC(=O)C1CCN(S(=O)(=O)c2ccc3c(c2)OCCO3)CC1	i	6	3	-7	1	-2	-6	1	i
COc1cc(C=C(C(C)=O)C(C)=O)ccc1O	i	5	1	-13	-9	-3	-3	5	i
Cc1nn(S(=O)(=O)c2cccc([N+](=O)[O-])c2)c(C)c1S(=O)(=O)N1CCOCC1	i	-3	-1	-6	-1	6	4	-4	i
Cc1ccc(Oc2ccc(/C=N/O)cn2)cc1	i	8	-2	-7	-2	5	0	8	i
CCOCC(=O)Nc1ccccc1C(=O)O	i	-6	4	0	1	1	-7	-11	i
C=CCOC(=O)CC(NC(=O)c1ccccc1)c1ccccc1 (stereo unspecified)	i	-4	-5	-5	5	-2	-3	4	i
COC(=O)c1c(NC(C)=O)sc(C(=O)Nc2ccccc2F)c1C	i	3	3	0	1	-6	35	-10	i
CCOc1ccccc1C(=O)Oc1ccc2ccc(=O)oc2c1	nt	9	1	-7	-3	-14	-2	-5	i
Cc1nc2sc3c(c2c(=O)n1/N=C/c1ccco1)CCCC3	i	13	2	2	3	-2	0	2	i
COc1ccc(NC(=O)C(c2ccc(OC)cc2)n2c(=O)c(-c3cc4ccccc4[nH]3)nc3ccccc32)cc1 (stereo unspecified)	nt	8	nt	nt	-3	nt	nt	-2	nt
CCCn1nnnc1SCC(=O)NCc1ccccc1	i	-6	0	-7	0	-2	0	1	i
CC(=O)c1cc2c(cc1NC(=O)c1cccc(S(=O)(=O)N3CCN(C)CC3)c1)OCO2	i	-3	-2	4	4	-7	2	16	i
COc1ccc(CNC(=O)c2ccc(NC(=O)C3=CSCCO3)cc2)cc1	i	5	3	-5	1	-8	-9	1	i
COC(C(=O)N/N=C(\C)c1ccc(C(C)(C)C)cc1)c1ccccc1 (stereo unspecified)	i	1	1	5	10	-4	9	3	i
COC(=O)CSc1nnc(-c2cccc(NC(=O)c3ccc(C)cc3)c2)n1C	i	28	3	0	1	3	-30	0	i
Cc1ccc(S(=O)(=O)Nc2nc3ccc(S(=O)(=O)N4CCCC4)cc3s2)cc1	i	9	0	1	0	12	-7	0	i
O=C(CN1C(=O)c2ccccc2S1(=O)=O)c1ccc(F)cc1	i	-2	-5	4	-2	-7	-2	0	i
COc1ccc(CN2CCNC(=O)C2CC(=O)NCCc2c[nH]c3ccccc23)c(OC)c1 (stereo unspecified)	i	8	2	-5	-2	4	-18	0	i
CCOc1cc(Br)c(CN2C(=O)NC3(CCCCCC3)C2=O)cc1OCC	i	4	3	9	1	-2	-5	5	i
C=CCNC(=O)C1CC2Cn3c(nc4ccccc43)C2N1C (stereo unspecified)	i	-10	3	-14	0	-2	-10	2	i
Cc1cc(=O)oc2cc(OCC(=O)OCC(=O)NC(C)C)ccc12	i	11	-2	-4	nt	-1	3	-13	i
CC1CC(=O)Nc2ccccc2N1C(=O)CN1CCN(c2ccccc2)CC1 (stereo unspecified)	i	-1	1	-12	0	-3	5	-1	i
Cc1ccnc2nc(C(=O)OCC(=O)c3ccccc3)nn12	i	3	0	-9	-1	2	-9	3	i

7 entries drawn at random from the list so far, as already listed:
SMILES	Neddyl block	SKN-1 block	Rin1 Abl inh	FAS-TE inh	MT1-MMP act inh	NadD block	PABP1 MLLE inh	CSN inh	Rpn11 inh
CCCn1nnnc1SCC(=O)NCc1ccccc1	i	-6	0	-7	0	-2	0	1	i
COC(=O)CSc1nnc(-c2cccc(NC(=O)c3ccc(C)cc3)c2)n1C	i	28	3	0	1	3	-30	0	i
Cc1ccc(-c2nnc(N3CCC(C)CC3)c3ccccc23)cc1	i	2	1	14	-3	3	0	6	i
Cc1ccc(Oc2ccc(/C=N/O)cn2)cc1	i	8	-2	-7	-2	5	0	8	i
CNC(=O)COC(=O)C1CCN(S(=O)(=O)c2ccc3c(c2)OCCO3)CC1	i	6	3	-7	1	-2	-6	1	i
O=C(CN1C(=O)c2ccccc2S1(=O)=O)c1ccc(F)cc1	i	-2	-5	4	-2	-7	-2	0	i
Cc1cc(=O)oc2cc(OCC(=O)OCC(=O)NC(C)C)ccc12	i	11	-2	-4	nt	-1	3	-13	i

Later entries:
SMILES	Neddyl block	SKN-1 block	Rin1 Abl inh	FAS-TE inh	MT1-MMP act inh	NadD block	PABP1 MLLE inh	CSN inh	Rpn11 inh
COc1cc(SC)ccc1C(=O)OC(C)C(=O)NC1CCCC1 (stereo unspecified)	i	-8	2	-8	-1	4	5	0	i
Cc1ccccc1S(=O)(=O)c1c(C)cc(C)n(CC(C)C)c1=O	i	-8	-1	18	-8	-6	1	-2	i
C1=C(CCNC2=NCCCCC2)CCCC1	i	13	0	-11	4	-6	4	-1	i
COc1nc(Oc2ccc(=O)[nH]n2)nc(N2CCOCC2)n1	i	-17	1	-10	4	-6	-10	-9	i
CCCCC(CC)CNC(=O)c1cccs1 (stereo unspecified)	i	15	-3	3	-2	-7	4	-4	i
CC(=O)N/C(=C\c1ccccc1)C(=O)OC/C=C/c1ccccc1	i	9	-1	7	2	-2	-6	1	i
CC(NC(=O)c1ccco1)c1nc(-c2ccc(Cl)cc2)no1 (stereo unspecified)	i	5	3	2	5	-8	-9	1	i
CC(C)CN(C(=O)CN1C(=O)NC2(CCc3ccccc32)C1=O)C1CCS(=O)(=O)C1 (stereo unspecified)	i	23	-3	-9	-5	8	-7	-2	i
CNC(=O)c1cc(C(=O)c2ccc(F)cc2Cl)c[nH]1	i	-3	3	-4	0	1	-18	3	i
Clc1ccc(NC2=NCCCCC2)cc1	i	6	3	-5	7	5	-4	3	i
CC(=O)Nc1ccc(C(=O)N/N=C/c2ccccc2OCc2ccccc2)cc1	i	-2	2	10	4	-2	-3	5	i
COc1ccc(Cl)cc1-c1cc(C(=O)NCc2ccc(C(F)(F)F)cc2)[nH]n1	i	4	7	56*	-5	3	-9	-4	i
Cc1cccc(C(=O)N(C)c2nnc(-c3ccncc3)s2)c1	i	10	0	-14	-2	-1	-8	0	i
NC(=O)c1ccc(NC(=O)COC(=O)c2ccccc2Nc2ccccc2)cc1	i	3	3	2	4	9	2	2	i
CC(=O)Nc1ccc(NC(=S)NC(=O)c2ccc(-c3ccccc3)cc2)cc1	i	-3	-1	-4	4	-16	34	1	i
Cc1cccc2cc(CN(Cc3ccccc3)C(=O)N(C)C)c(=O)[nH]c12	i	-8	0	-7	11	2	-4	-2	i
CCOC(=O)c1c(C)c(C(=O)NCCN2CCOCC2)c(C)n1C	i	4	3	-8	-1	-4	-5	1	i
C=CCN=C1S/C(=C\c2ccc(Cl)cc2)C(=O)N1CC=C	i	-16	-5	29	2	4	-6	2	i
COC(=O)C1(C(=O)OC)c2ccccc2CN(S(=O)(=O)c2ccc(C)cc2)C1CC(C)=O (stereo unspecified)	i	-16	nt	nt	9	nt	nt	1	nt
C=CCC[C@@H](Cc1ccc(F)cc1)C(=O)OC[C@@H](Cc1c[nH]c2ccccc12)NC(=O)[C@H](CC=C)CC(=O)N(CCO)Cc1ccccc1	i	-6	1	18	-14	-6	-3	-1	i
CC(C)CCOc1ccc(-c2c(=O)n(OCc3ccc([N+](=O)[O-])cc3)c3ccccc3[n+]2[O-])cc1	i	-4	-3	15	6	-1	-7	1	i
CC1CCCCC1NC(=O)CCCCCn1c(=S)[nH]c2ccsc2c1=O (stereo unspecified)	i	15	3	0	-1	-3	-6	0	i
COCCNC(=O)NC12CC3CC(CC(C3)C1)C2	i	-2	0	-8	2	0	4	2	i
CC1(c2ccccc2)NC(=O)N(CC(=O)Nc2ccc(C(N)=O)cc2)C1=O (stereo unspecified)	i	21	1	-4	-2	-3	-1	-5	i
CC(C)c1ccc(NC(=O)C2CC3CCC2C3)cc1 (stereo unspecified)	i	14	0	16	-3	-5	4	-5	i
SMILES	Neddyl block	SKN-1 block	Rin1 Abl inh	FAS-TE inh	MT1-MMP act inh	NadD block	PABP1 MLLE inh	CSN inh	Rpn11 inh
Cc1ccc(C)c(S(=O)(=O)N2CCN(C(=O)CSC(=S)N3CCCC3)CC2)c1	i	-9	5	8	1	-6	0	5	i
O=C(COc1ccc([N+](=O)[O-])cc1)NCc1ccccc1	i	2	1	18	3	-8	13	-3	i
O=C1C2C3C=CC(C4CC34)C2C(=O)N1/N=C/c1c[nH]c2ccccc12 (stereo unspecified)	i	1	1	-8	0	2	-1	0	i
Cc1onc(-c2ccccc2)c1C(=O)NCCc1ccncc1	i	-4	0	-6	-8	-2	1	-3	i
Cc1cccc(NC(=O)c2ccc(C(=O)c3ccccc3)cc2)n1	i	19	2	10	-5	1	7	-5	i
Cc1ccc(/C=N/NC(=O)Cc2c[nH]c3ccccc23)c(C)c1	i	-2	0	5	-4	1	-8	1	i
CN(C)c1ccc(/C=N/NC(=O)c2ccc(NC(=O)c3ccccc3)cc2)cc1	nt	-6	1	1	8	10	-14	5	i
O=C(COC(=O)CNC(=O)c1sc2ccccc2c1Cl)NC1CCS(=O)(=O)C1 (stereo unspecified)	i	-5	-3	-6	0	-2	3	-3	i
CCOC(=O)c1cnc(-n2nc(C)cc2C)nc1Nc1cccc(C(C)=O)c1	i	-21	1	-2	3	10	11	3	i
COc1ccc(Cc2c(C(C)(C)C)nc3c(C)cc(Br)cn23)c(C)c1	i	15	0	-8	-1	-10	47*	-6	i
COCCCNC(=O)Cn1c(=O)n(Cc2ccc(C(=O)NCCc3ccc(OC)c(OC)c3)cc2)c(=O)c2ccccc21	i	-10	2	-6	3	-3	4	2	i
Cc1ccc(C(=O)Nc2ccc(O)cc2C(=O)O)cc1	i	1	11*	-4	-1	-2	3	3	i
CCOc1cccc(/C=C/c2ccc3cccc(O)c3n2)c1O	i	1	1	11	-4	5	8	-5	i
COc1ccccc1-n1cnc2cc(NS(=O)(=O)c3ccc(Br)cc3)ccc21	i	18	-1	27	-8	11	8	2	i
CCOC(=O)CSc1ncc(OC)c(=O)[nH]1	i	-6	2	-2	-4	-5	10	-1	i
Cc1sc2ncnc(SCc3ccc(C(=O)O)cc3)c2c1C	i	-6	1	-5	-2	5	16	-8	i
C#CCOc1ccc(C2C3=C(COC3=O)Nc3cc4c(cc32)OCO4)cc1OC (stereo unspecified)	i	-4	-2	7	-2	10	-14	-1	i
CCN(CC)CCn1c(=S)[nH]c2cc3c(cc2c1=O)OCO3	i	7	1	-3	3	7	-38	1	i
CC1(C)Cc2c(c(N3CCOCC3)nc3snc(N)c23)CO1	i	-3	-4	-10	-5	-1	4	7	i

The order is random; about 3.9% have a hit in one of these screens.
